Compound activity (PubChem)
CIT2 TOR yeast = modulators of CIT2-GFP expression in yeast, primary screen, S. cerevisiae, GFP fusion, multiplex flow cytometry, MLPCN library. hit rate 0.065% among 320,000. GFP response vs DMSO, % at 10 µM. S. cerevisiae CIT2-GFP strain, 3 h; 100 means same as DMSO wells;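 active = GFP response relative to DMSO above a set limit, near the screen mean plus 3 SD, cut at about 150% in these data; inconclusive = Fewer than 70 cells measured for a yeast strain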;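 note: ratio of well median GFP fluorescence to mean of DMSO wells on the plate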
GLD-1 RNA inh = GLD-1/TGE RNA complex disruptors, primary screen, biochemical, fluorescence polarization. AID 2280, 2010. purified GLD-1 + fluorescein TGE RNA. hit rate 0.44% among 320,000. Female germline-specific tumor suppressor gld-1 (Caenorhabditis elegans), Q17339. inhibition, % at 5.96 µM;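 active = percent inhibition above a per-plate cutoff, the plate mean of test compounds plus 3 SD, cut at about 30% in these data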;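 note: 0% = DMSO wells with GLD-1 and probe and 100% = wells lacking GLD-1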
BCLXL inh = inhibitors of human Bcl-xL, primary screen, biochemical, fluorescence polarization, HTS. Bcl-2-like protein 1 (Homo sapiens), Q07817. GST-Bcl-xL / FITC-Bim BH3 peptide fluorescence polarization. inhibition, % at 10.9 µM. hit rate 0.7% among 320,000;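 active = inhibition above the mean of all tested compounds plus 3 SD, cutoff set per campaign, cut at about 30% in these data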;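 note: 0% = DMSO wells and 100% = unlabeled Bim-BH3 peptide competitor; inhibitors lower millipolarization by displacing the labeled peptide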
Target sequence (Q07817 whole entry, looked up): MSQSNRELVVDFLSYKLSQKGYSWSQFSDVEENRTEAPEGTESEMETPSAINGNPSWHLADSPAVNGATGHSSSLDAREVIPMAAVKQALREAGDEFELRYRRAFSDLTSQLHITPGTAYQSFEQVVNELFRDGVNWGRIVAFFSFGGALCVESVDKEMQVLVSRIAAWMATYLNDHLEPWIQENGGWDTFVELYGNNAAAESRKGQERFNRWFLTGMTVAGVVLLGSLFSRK
MCL1-BIM inh = inhibitors of MCL1 binding to BIM-BH3, primary screen, biochemical, fluorescence polarization; Induced myeloid leukemia cell differentiation protein Mcl-1 (Homo sapiens), Q07820; GST-MCL1 / FITC-Bim-BH3 fluorescence polarization; inhibition, % at 10.9 µM; hit rate 0.68% among 320,000; AID 2057, 2009;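 active = inhibition above the mean inhibition of all tested compounds plus 3 SD, set per campaign, cut at about 40% in these data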;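 note: 0% = DMSO wells and 100% = unlabeled Bim-BH3 peptide control; higher means more loss of mP so more displacement of Bim peptide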
AGP1-GFP MLPCN = modulators of AGP1-GFP expression in yeast TOR pathway, primary screen, cell-based, multiplex flow cytometry, S. cerevisiae, MLPCN library; GFP response vs DMSO, % at 10 µM; hit rate 0.02% among 320,000; 3 h; GFP as percent of DMSO wells;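 active = GFP response relative to DMSO above a set limit, near screen average plus 3 SD, cut at about 150% in these data; inconclusive = fewer than 70 cells counted for the yeast strain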;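 note: median GFP channel fluorescence of the gated AGP1 strain per well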
Yeast superoxide = reduction of superoxide in aged yeast, primary screen, HTS; superoxide response (% of plate mean), % at 10 µM; S. cerevisiae aged cells, superoxide DHE fluorescence; stronger effect = lower value; hit rate 0.18% among 330,000;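 active = superoxide response under a set limit, about three screen SD below normal, cut at about 65% in these data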;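 note: yeast aged for seven days with compound at 30 °C before DHE staining; 100% = average MFI of all compound-treated wells on the plate with controls excluded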
GRK2 inh = compounds blocking aptamer binding on GRK2 – biochemical, human GRK2, bead flow cytometry, HTS, primary screen; Beta-adrenergic receptor kinase 1 (Homo sapiens), P25098; FAM-aptamer displacement from GRK2; inhibition of aptamer binding, % at 10 µM; hit rate 0.59% among 330,000; AID 488847, 2010;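 active = inhibition of aptamer binding above 40%, roughly 3 SD of noise, on plates passing a quality check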;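 note: median bead fluorescence of bound FAM aptamer so fluorescent compounds give negative values; no value below 0 was filed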
MEX-5 binding = MEX-5 zinc finger RNA-binding disruptors – biochemical, C. elegans, fluorescence polarization, MLPCN library, primary screen; Zinc finger protein mex-5 (Caenorhabditis elegans), Q9XUB2; MEX-5/FITC-TCR2 RNA binding; stronger effect = lower value; activity score (negative = inhibition of binding), % at 10 µM; hit rate 0.38% among 300,000; AID 1832, 2009;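 active = inhibition past about -25% in most replicates, and total fluorescence under double the plate's negative control median, limit read from the data; inconclusive = replicates evenly split on the limit, or fluorescence at least double controls; inactive = too little inhibition in most replicates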;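 note: 0% = DMSO and -100% = 5 µM competing unlabeled TCR2 RNA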
Target sequence (Q9XUB2 whole entry, looked up): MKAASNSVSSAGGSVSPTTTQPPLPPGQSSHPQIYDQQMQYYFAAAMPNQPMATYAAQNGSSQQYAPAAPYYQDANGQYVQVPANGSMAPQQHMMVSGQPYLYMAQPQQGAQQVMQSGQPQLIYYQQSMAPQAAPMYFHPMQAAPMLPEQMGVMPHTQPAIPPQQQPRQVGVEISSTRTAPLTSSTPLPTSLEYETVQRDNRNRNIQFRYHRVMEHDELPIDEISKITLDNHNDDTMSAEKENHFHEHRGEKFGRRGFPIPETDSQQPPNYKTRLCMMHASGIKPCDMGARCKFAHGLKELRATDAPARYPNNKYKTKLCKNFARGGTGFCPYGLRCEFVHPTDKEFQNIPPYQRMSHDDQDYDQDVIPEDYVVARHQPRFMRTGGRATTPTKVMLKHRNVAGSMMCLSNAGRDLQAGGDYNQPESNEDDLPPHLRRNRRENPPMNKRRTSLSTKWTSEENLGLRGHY
VLA-4 inh = inhibition in human VLA-4 binding assay, primary screen, VLA-4 allosteric modulator project, MLPCN library, flow cytometry, VLA-4 expressing cells; ligand binding flow cytometry; Integrin alpha-4 (Homo sapiens), P13612; hit rate 0.2% among 330,000; AID 2557, 2010; inhibition, % (about 7 µM as worked out from the volumes in the protocol); in the data active = inhibition above about 50%
* = called active by the depositor; ? = inconclusive; · = not tested or not shown.

SMILES	CIT2 TOR yeast	GLD-1 RNA inh	BCLXL inh	MCL1-BIM inh	AGP1-GFP MLPCN	Yeast superoxide	GRK2 inh	MEX-5 binding	VLA-4 inh
CC(NC(=O)COc1cccnc1[N+](=O)[O-])c1ccc(Cl)cc1Cl (centres undefined)	91	-1	1	-4	93	99	1	-1.3	-7
CC(OC(=O)/C=C/c1cccc(Cl)c1)C(=O)NC1CCCCC1C (centres undefined)	101	5	1	3	109	92	0	-0.2	0
Cc1ccccc1OCCNC(=O)c1ccco1	96	0	7	4	102	104	1	1.3	-2
COc1ccc(N2CCN(CCCNC(=O)C3(S(=O)(=O)c4ccc(Cl)cc4)CC3)CC2)cc1	99	-3	0	-5	100	107	0	0.5	7
Cc1c(C(=O)O)cccc1-n1c(C)cc(/C=N/Nc2ccc([N+](=O)[O-])cn2)c1C	77	-6	-11	-2	104	93	0	-11	-6
COc1cccc(C(=O)NCCN2C(=O)S/C(=C/c3cccs3)C2=O)c1OC	97	8	3	10	105	101	0	-1.3	4
COc1ccc(-c2n(Cc3ccccc3)c3ccccc3[n+]2Cc2ccccc2)cc1	98	-1	4	13	100	91	0	-1.8	-9
COc1cc2ccccc2cc1C(=O)N(CCN(C)C)c1nc2ccc(C)cc2s1	101	-2	12	10	106	91	0	-1.3	23
Cc1nn(Cc2ccccc2)c(C)c1C(=O)Nc1ccc(N2CCOCC2)cc1	85	1	8	8	93	86	3	-0.9	23
O=C(NC(Cc1ccc2c(c1)OCO2)C(=O)NC(Cc1ccccc1)C(=O)O)c1ccccc1 (centres undefined)	93	0	-1	-1	100	102	0	2.6	2
CC(C)(C)c1ccc(SCCc2cccnc2)cc1	113	-4	1	-3	91	85	0	0.3	10
Cc1cccc(C(=O)NCc2ccco2)c1	90	-2	7	3	91	107	0	-3.2	10
Cc1ccc(-c2nnn(Cc3nc(N)nc(N4CCOCC4)n3)n2)cc1	109	1	4	-6	108	98	2	-1.1	18
Nc1c(C(=O)N/N=C/c2cccnc2)oc2nc(-c3ccccc3)cc(-c3ccco3)c12	85	-27	-22	-38	93	95	0	-37*	-38
CCN(CC)c1ccc(NC(=O)COC(=O)CCC(=O)c2cccs2)cc1	92	7	-3	14	94	102	3	·	0
Cc1ccc2cc(CCNS(=O)(=O)c3ccc(F)cc3)c(=O)[nH]c2c1C	99	3	-2	5	103	96	7	-2.6	-1
C=CCn1c(C)nnc1SCC(=O)c1[nH]c(C)c(C(C)=O)c1C	96	1	1	4	104	94	2	-0.3	3
COc1ccccc1N1CC(C)(C)C(=O)N(C(=O)c2ccc(C)cc2)C1=S	69	9	4	1	63	98	2	-3.7	10
C[C@H](CO)N1C[C@H](C)[C@@H](CN(C)C(=O)Nc2ccc3c(c2)OCO3)Oc2c(NS(=O)(=O)c3ccc(F)cc3)cccc2C1=O	·	0	·	·	·	121	8	·	8
CN(C(=O)COC(=O)/C=C/c1ccc2c(c1)OCO2)c1c(N)n(Cc2ccccc2)c(=O)[nH]c1=O	102	4	1	-5	102	107	0	-1.8	4
Cc1cccc(NC(=O)/C(C#N)=C\c2ccc(C(=O)O)cc2)c1	92	5	7	13	99	99	0	-0.5	3
NC(=O)c1cccn1Cc1ccccc1Cl	103	-1	4	4	99	100	1	1.5	3
NC1=NC(=O)S/C1=C\c1ccc(F)cc1	93	4	4	4	95	79	1	-0.6	7
O=C(Nc1ccc(C(=O)c2ccccc2)cc1)c1ccccc1	96	7	4	2	97	105	1	2.9	-7
Cn1nc(C(F)(F)F)c2cc(C(=O)N3CCOCC3)sc21	98	5	-1	-7	101	93	3	1.0	16
Cc1ccc([N+](=O)[O-])cc1-c1ccc(/C=C(\C#N)c2[nH]nc(N)c2C#N)o1	99	7	9	49*	97	95	0	·	4
O=C(CSc1ccc(F)cc1)Nc1ccc(C2SCCS2)cc1	91	4	4	1	101	92	0	2.7	6
CCOC(=O)c1c(C)[nH]c(C)c1S(=O)(=O)N1CCCCC1	99	6	5	9	98	96	2	-1.9	15
CC1CCCC(C)N1C(=O)COC(=O)c1cc(-c2cccs2)nn1-c1ccccc1 (centres undefined)	97	5	-4	-3	109	93	0	-1.7	9
Cc1ccc(-n2nnnc2SCC(=O)N2CCNC2=O)cc1C	97	0	-2	-4	102	99	0	·	-1
O=C(NC12CC3CC(CC(C3)C1)C2)N1CC2Cc3cccc(=O)n3C(C2)C1 (centres undefined)	98	8	-2	-5	101	102	0	-0.1	-16
Cc1cc(NCC2CCCO2)n2c(nc3ccccc32)c1C#N (centres undefined)	86	-5	-7	-12	100	109	0	-1.2	-5
Cn1nnc2c(N3CCCCC3)nccc21	91	-4	10	6	89	105	1	-1.3	-3
Cc1noc(C)c1C(=O)N(C)Cc1ccccc1	99	1	-1	-5	101	88	0	0.0	8
O=C(CSc1nc2ccccc2c(=O)[nH]1)c1ccccc1	92	3	8	12	92	102	0	-0.6	40
COc1ccc(NC(=O)Cn2nnc(C(=O)NCCc3ccccc3)c2N)c(OC)c1	110	0	-3	-6	98	109	0	-4.3	16
COC(=O)Cc1ccc(NC(=S)NCc2cccc(OC)c2)cc1	102	1	4	7	99	84	0	1.6	14
COc1ccc(CNCc2ccc(F)cc2)c(OC)c1	93	8	2	7	94	90	0	-0.3	8
C(=N\N1CCN(Cc2ccccc2)CC1)/c1ccccc1	102	4	1	-2	98	94	2	0.7	2
NS(=O)(=O)c1ccc(CCNC(=O)COC(=O)CC(c2ccccc2)c2ccccc2)cc1	98	-6	3	-2	99	96	3	0.4	5
C=CCCC(=O)N1CCC(n2nccc2NC(=O)CCCc2ccccc2)CC1	104	-5	4	-4	107	92	2	0.6	5
CC(C)NC(=O)c1c(O)c2ccccc2[nH]c1=O	93	3	3	1	95	110	0	-3.0	3
O=C(Nc1cc(C(F)(F)F)ccc1Cl)c1cccc(N2C(=O)CCC2=O)c1	97	5	-3	0	95	95	1	4.1	-5
OCCNc1cc(Cl)ncn1	101	-1	2	4	108	104	0	1.8	-2
CC1CCc2sc(C(=O)Nc3nnc(SCc4ccc(F)cc4)s3)cc2C1 (centres undefined)	95	-3	-5	-9	99	95	0	1.5	13
COC(=O)c1ccccc1NCc1cc(=O)oc2cc(O)c(O)cc12	104	-1	9	60*	103	85	1	-28*	2
COc1ccccc1C(=O)N/N=C(\C)CC(=O)Nc1ccccn1	?	10	5	6	?	102	2	-0.8	4
COc1ccc(N2CCN(C(=O)c3ccc(NS(=O)(=O)c4ccc(F)c(F)c4)cc3)CC2)cc1	105	6	1	8	109	95	4	-2.4	0
COc1ccc(NC(C)=O)cc1NC(=O)CN1CCN(CC(=O)Nc2ccccc2Cl)CC1	101	-2	8	1	100	104	0	-0.5	-4
CCn1cc(CNC(=S)Nc2cccc3ccccc23)cn1	76	2	1	-2	95	97	1	0.6	-6
O=C(C1CC(c2ccccc2O)=NO1)N1CCc2ccccc2C1 (centres undefined)	98	-1	4	6	92	95	0	-0.4	-10
O=C(NC(c1ccccc1)c1ccccn1)c1cccc([N+](=O)[O-])c1 (centres undefined)	100	-23	2	-3	109	98	0	1.2	-4
COc1ccccc1CNC(=O)C1Cc2cc(S(=O)(=O)N3CCCCC3)ccc2N1C(C)=O (centres undefined)	128	-2	2	0	121	91	2	0.5	-13
Cc1ccc(C)c(CNC(=O)Nc2ccccc2)c1	100	-2	0	-4	103	99	0	-0.5	14
CC(C)CCCN1CCN=C1N(C)C	64	2	1	4	73	99	1	0.3	48
CCc1nc2ccccc2[nH]c1=O	110	2	4	-3	109	88	2	·	0
CC(C)CN(CCCNC(=O)CC1Oc2ccccc2NC1=O)CC(C)C (centres undefined)	·	5	2	-2	99	107	0	-0.2	9
Cc1cc(-c2nc3ccccc3[nH]2)ccc1N	103	0	2	6	108	89	0	1.5	3
Cc1ccc(N(C)C(=O)N2CCN(S(=O)(=O)c3ccc(C)cc3)CC2)cc1	102	3	1	-4	103	84	0	0.8	1
CCC1C(=O)NCCN1C(=O)c1ccccc1OC1CCN(S(C)(=O)=O)CC1 (centres undefined)	90	-9	4	0	92	96	1	0.3	-10
O=C(c1ccc(S(=O)(=O)Cc2ccccc2F)c([N+](=O)[O-])c1)N1CCCC1	103	2	2	-4	113	96	0	5.0	-8
CCc1cccc2c1NC(=O)C21OCCO1	98	-10	4	5	105	95	0	-0.8	38

Compounds as they come; overall some 2.1% were active at least once.
